# Compound activity: PubChem BioAssay, several laboratories
# L929 necroptosis: L929 zVAD cell death inhibition | L929 zVAD necroptosis rescue, ATP luminescence, 24 h; with zVAD 60 µM | viability rescue, % at 10 µM | hit rate 0.38% among 220,000;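 active = activation, scaled between plate controls, above about 75%, limit read from the data; inactive = activation under that limit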;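 also: 0% = zVAD with DMSO and 100% = DMSO alone without zVAD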
# FXIa inh 1536: inhibitors of human coagulation factor XIa | P03951 | purified FXIa, Boc-Glu-Ala-Arg-AMC fluorogenic substrate | inhibition, % at 5 µM | hit rate 0.14% among 220,000;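 active = inhibition of at least 40%; inactive = inhibition below 40%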;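 also: fluorescence of freed AMC excited at 355 nm; 0% = enzyme without compound and 100% = no enzyme blank; many of its hits are not listed in these tables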
# Target sequence (P03951 19-387 limits assumed): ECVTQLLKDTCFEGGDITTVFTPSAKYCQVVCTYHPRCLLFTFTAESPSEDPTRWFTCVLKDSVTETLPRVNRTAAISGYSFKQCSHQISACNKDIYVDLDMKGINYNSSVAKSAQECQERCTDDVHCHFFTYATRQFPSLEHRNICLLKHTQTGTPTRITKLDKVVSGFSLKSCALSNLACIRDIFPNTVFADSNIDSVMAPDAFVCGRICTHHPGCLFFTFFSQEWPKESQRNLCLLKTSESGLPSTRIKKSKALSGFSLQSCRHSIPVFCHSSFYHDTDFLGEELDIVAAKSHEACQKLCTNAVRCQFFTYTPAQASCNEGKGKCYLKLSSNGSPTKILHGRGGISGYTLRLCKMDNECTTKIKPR
# Target sequence (P03951 388-625 limits assumed): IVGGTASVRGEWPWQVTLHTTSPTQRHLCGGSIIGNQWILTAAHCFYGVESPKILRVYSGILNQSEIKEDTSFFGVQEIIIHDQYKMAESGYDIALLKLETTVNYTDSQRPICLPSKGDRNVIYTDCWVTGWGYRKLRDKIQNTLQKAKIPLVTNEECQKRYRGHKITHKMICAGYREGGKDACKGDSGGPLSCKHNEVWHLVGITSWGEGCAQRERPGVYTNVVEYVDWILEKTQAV
# FXIIa inh 1536: factor XIIa (human) inhibition; P00748; inhibition, % at 5 µM; hit rate 0.3% among 220,000; purified FXIIa, Boc-QGR-AMC fluorogenic substrate, 2 h; in the data active = inhibition above about 40%;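 also: 0% = enzyme with no compound and 100% = blank without enzyme; many of its hits are not listed in these tables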
# Hck-Nef inh: human Hck-Nef kinase inhibition. Recombinant Hck-YEEI plus Nef, Z-Lyte FRET kinase assay. inhibition, % at 20 µM. hit rate 0.68% among 220,000. AID 463187;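 active = Hck-Nef kinase inhibition above about 50%, limit read from the data; inactive = inhibition below that limit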;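 also: 0% = DMSO with Hck plus Nef and 100% = Hck alone without Nef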
# Cl transport mod: modulators of human KCC2 chloride dependent transport; KCC2 cells, thallium flux FluoZin-2 fluorescence; AID 1456; B-score of Tl+ flux slope (higher = more flux/activation; lower = inhibition) at 10 µM; Q9H2X9; hit rate 2.2% among 190,000;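 active = thallium flux slope and its plate-corrected score both differing from the plate sample mean at a set confidence after two filtering rounds, in either direction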;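 also: slope of fluorescence scaled to starting intensity during 10 to 20 s after thallium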
# Thrombin inh: blocks human thrombin protease activity; P00734; alpha-thrombin, Boc-VPR-AMC fluorogenic substrate cleavage; inhibition, % at 5 µM; hit rate 0.26% among 220,000;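 active = inhibition at or above 40%; inactive = inhibition below 40%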;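 also: 0% = enzyme with no compound and 100% = wells without enzyme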
#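 signal = AMC fluorescence, 355/460 nm | material = human alpha-thrombin enzyme | control set = enzyme without compound as high, wells lacking enzyme as low | times = reaction at room temperature | read-out basis = percent inhibition scaled between no-compound controls and no-enzyme blanks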
# KLK5 inh: blocks human kallikrein 5 protease activity. Q9Y337. recombinant hK5, fluorogenic AMC substrate cleavage. inhibition, % at 5 µM. hit rate 0.59% among 210,000. AID 873;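 active = inhibition of 40% or more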;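 also: 0% = enzyme controls without compound and 100% = no-enzyme blanks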
# Rad51 HR inh: blocks human Rad51 in homologous recombination | AID 1385 | inhibition, % at 10 µM | hRad51 DNA strand exchange, fluorescence dequenching | hit rate 0.085% among 200,000;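 active = inhibition above 40% at the single screening dose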;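 also: 0% = DMSO control wells and 100% = blanks with heterologous ssDNA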
# Target sequence (Q06609 whole entry, looked up): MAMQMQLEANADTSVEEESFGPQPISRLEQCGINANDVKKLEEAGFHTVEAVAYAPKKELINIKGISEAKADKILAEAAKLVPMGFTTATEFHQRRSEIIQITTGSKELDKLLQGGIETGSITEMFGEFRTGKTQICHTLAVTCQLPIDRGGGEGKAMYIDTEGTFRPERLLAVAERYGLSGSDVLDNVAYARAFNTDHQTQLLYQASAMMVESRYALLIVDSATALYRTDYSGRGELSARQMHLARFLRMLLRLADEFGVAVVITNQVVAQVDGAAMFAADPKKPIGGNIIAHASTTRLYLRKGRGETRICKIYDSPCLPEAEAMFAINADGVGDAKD
#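 material = hRad51 filaments on single-stranded DNA | reagent = Donor/quencher-labelled 47-bp dsDNA substrate | compound = 10 µM final, single point | schedule = strand-exchange reaction 15 min at room temperature | measured by = fluorescein emission 520 nm, excitation 485 nm | read-out basis = % inhibition versus plate control and blank means | benchmarks = plate controls and plate blanks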
# TNF death inh: blocks TNF-alpha induced death of Jurkat FADD-/- cells | Jurkat FADD-/- TNF necroptosis rescue, ATP luminescence, 24 h; 0 = TNF only, 100 = no-TNF cells | activation (protection from cell death), % at 10 µM | hit rate 0.068% among 220,000;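 active = activation, meaning protection from cell death, of at least 50% relative to plate controls; inactive = activation below 50%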;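 also: necroptosis triggered by 40 ng/mL TNF-alpha added together with compound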
# * marks the source's active call; other numbers are inactive results; . = not tested or not shown. These rows are one share of the data (hit frequency here may not be typical).
mol	L929 necroptosis	FXIa inh 1536	FXIIa inh 1536	Hck-Nef inh	Cl transport mod	Thrombin inh	KLK5 inh	Rad51 HR inh	TNF death inh
COc1cccc(NC(=O)CN(C)CC(=O)Nc2ccc(C)cc2Cl)c1	1.2	-1	4	14	0.88	-7	-4	8	1.5
O=S1(=O)CC(O)C(Nc2ccc(Cl)cc2)C1 (stereo not drawn)	-0.2	9	14	5	-0.12	-3	-4	1	-0.1
CC(=O)Nc1cccc(/C(C)=N/NC(=O)c2cccs2)c1	.	0	6	3	-1.7	-4	-5	12	1.1
O=C(NCC1CCCO1)c1cc(C(=O)c2ccc(Cl)cc2Cl)c[nH]1 (stereo not drawn)	1.2	8	8	20	-0.43	-6	-3	15	0.7
COc1ccc(-n2cc(-c3ccc(Br)cc3)[nH]c2=S)cc1	-0.4	4	9	21	5.2	0	1	-73	0.3
N#C/C(=C/c1ccc(N2CCCCCC2)o1)c1cccc(F)c1	0.1	5	21	-1	-0.59	7	-2	0	-1.1
CO/N=C(\Cn1ncc(N2CCCC2)c(Cl)c1=O)c1ccc(Cl)cc1	0.1	1	17	-2	-1.4	-4	-11	.	-0.2
Cc1ccc(Oc2ncccc2NC(=O)CC2(CC(=O)O)CCCC2)c2c1CCC2	0.3	-4	2	11	-1	-8	0	2	0.4
O=C1C2=C(SCCS2)C(=O)N1CCCO	-0.4	-1	9	-2	0.0097	4	39	.	-3.5
COCCCNC(=O)C(=O)NCCCOC(C)C	0.2	-4	10	0	.	-3	-18	-12	-2.1
CCOC(=O)c1cn2nc(N3CCCC3)ccc2n1	1.5	1	-2	10	-0.37	-3	1	-25	0.8
COc1cc2c(cc1OC)C(C)N(C(=O)c1cccs1)CC2 (stereo not drawn)	3.1	-2	6	-3	0.016	-2	3	5	-1.0
C=CCON1C(=O)C(=O)N(OCC=C)[C@H]2CCCC[C@H]21	0.6	-4	2	18	-1.1	-15	-3	.	-0.2
CC(C)=NNc1nc2c(c(=O)n(C)c(=O)n2C)n1C	-0.5	1	4	5	-0.055	-12	-1	.	-2.1
O=C(N/N=C/c1ccc([N+](=O)[O-])o1)c1cc2c(ccc3ccccc32)o1	14	4	7	30	-0.075	-7	-7	1	-3.1
CNC(=O)c1[nH]cnc1C(=O)N[C@@H](C)C(=O)OC(C)(C)C	-0.2	0	9	6	0.49	-4	1	-2	-0.1
CC1Cc2ccccc2N1C(=O)c1cc2sccc2n1Cc1ccccc1 (stereo not drawn)	0.0	3	15	-11	0.052	1	-9	-6	-1.0
CCN(CC)S(=O)(=O)c1cc(C(=O)Nc2cccnc2)ccc1Cl	0.0	19	-10	9	-0.36	13	20	0	1.5
O=C(Nc1cccc([N+](=O)[O-])c1)c1ccc2ccccc2c1O	1.5	5	10	9	-0.99	2	5	17	-11
Cc1ccc(Nc2nnc(SC3CCOC3=O)s2)c(C)c1 (stereo not drawn)	0.5	4	1	-2	-1.1	-3	-11	22	2.6
Cc1ccc(-c2nnn(CCC(=O)Nc3ccc4c(c3)OCO4)n2)cc1	2.0	10	16	0	.	-1	3	-7	0.9
CCOC(=O)NC1(C(F)(F)F)C(=O)NC(C)=C1C(=O)OC (stereo not drawn)	-0.2	0	9	3	0.24	3	5	8	0.3
N#C/C(=C/c1ccc(OCc2ccccc2)cc1)C(=O)NC1CCCCC1	0.2	-5	14	9	0.61	0	-18	-1	-2.8
O=C(O)CSc1nnc(COc2ccc([N+](=O)[O-])cc2)n1-c1ccccc1	1.8	-4	3	16	0.38	-9	-3	1	1.0
O=C(c1cccc(Cl)c1)N1CCN(Cc2ccncc2)CC1	0.4	5	13	-2	0.26	-2	-24	0	2.7

# Overlap with the part before: two entries, followed by the next part.
mol	L929 necroptosis	FXIa inh 1536	FXIIa inh 1536	Hck-Nef inh	Cl transport mod	Thrombin inh	KLK5 inh	Rad51 HR inh	TNF death inh
O=C(O)CSc1nnc(COc2ccc([N+](=O)[O-])cc2)n1-c1ccccc1	1.8	-4	3	16	0.38	-9	-3	1	1.0
O=C(c1cccc(Cl)c1)N1CCN(Cc2ccncc2)CC1	0.4	5	13	-2	0.26	-2	-24	0	2.7
CC(=O)Nc1nc(SCC(=O)NCc2ccc(F)cc2)[nH]c(=O)c1NC(=O)c1cccs1	1.1	-3	5	-7	0.67	-8	-2	3	0.0
Cc1ccc2nc(SCC(=O)Nc3nonc3N)[nH]c2c1	-0.1	3	12	28	-1.2	0	0	-3	0.4
Nc1c(N(CCO)C(=O)/C=C/c2ccco2)c(=O)[nH]c(=O)n1Cc1ccccc1	-0.2	0	1	17	-0.48	-6	-5	-4	0.1
CC(=NCCc1ccccc1)C1=C(O)CSC1=O	0.1	-6	5	3	-0.89	-6	15	9	4.2
O=C1CC(c2ccccc2)CC(=NCCO)/C1=C(\O)CCCN1C(=O)c2ccccc2C1=O (stereo not drawn)	-0.6	2	14	18	-0.8	5	-2	6	0.6
COc1ccc(Oc2nc(OC)cc(OC)n2)cc1	1.4	-5	6	16	-0.24	-2	-2	-10	-0.3
O=C(NCCOCC(F)(F)C(F)F)c1cc(F)c(F)cc1Cl	-0.5	-6	17	1	0.79	-11	-16	-1	-1.1
CCCCNC(=O)c1onc(CSc2ccccc2C)c1C(=O)O	0.0	-1	9	1	-2.3	-4	-16	-3	0.1
O=C(OC[C@@H]1CCCN2CCCC[C@H]12)c1cc2ccccc2oc1=O	-0.5	3	7	0	0.35	4	0	.	1.3
O=c1ccc2ccc(Oc3ccc([N+](=O)[O-])cc3Cl)cc2o1	-0.3	3	9	4	-1.7	-3	16	.	-0.4
Cc1ccc(-c2ccc(=O)n(CC(=O)NCCCN3CCCCC3C)n2)cc1 (stereo not drawn)	1.6	-7	-9	0	0.29	-9	0	8	-2.3
CC(C)C[C@H](NC(=O)OC(C)(C)C)C(=O)N/N=C/c1ccc2nccnc2c1	2.5	4	2	-6	-0.89	-23	1	-1	-9.4
CCC(C)(C)n1nnnc1C(c1cccnc1)N1CCCC(C)C1 (stereo not drawn)	-1.4	-2	9	24	0.66	-6	-2	5	2.0
Brc1ccc(C2C3=C(Nc4ncnn42)c2ccccc2OC3c2ccncc2)cc1 (stereo not drawn)	0.2	2	12	73*	0.37	-1	4	-6	-2.6
COc1ccccc1Oc1ccc2c(c1)C(=O)N(c1ccccc1)C2=O	-0.5	-5	4	9	0.26	-5	-5	1	-1.3
CCc1ccc(C2c3[nH]c4ccccc4c3CCN2C(=O)c2cc(C)nn2C)cc1 (stereo not drawn)	-0.3	1	6	16	0.15	-15	0	-35	-0.6
CC(=O)c1ccc(NC(=O)C2CC(=O)N(C(C)C)C2)cc1 (stereo not drawn)	1.1	2	8	-3	-0.0024	1	.	.	-0.4
CC(NC(=O)Cn1cnc2c1c(=O)n(C)c(=O)n2C)c1ccccc1 (stereo not drawn)	0.8	1	5	3	0.95	3	-4	.	0.5
Nc1cc(=O)[nH]c(SCC(=O)Nc2ncc(C(F)(F)F)cc2Cl)n1	0.8	-3	8	21	0.5	2	-7	20	0.9
CSc1nnc(Cn2c(=O)sc3ccccc32)n1-c1cccc(Cl)c1	-0.5	8	23	1	-0.87	-8	-8	2	-3.6
CCOC(=O)c1c(NC(=O)COC(=O)CNC(=O)c2ccco2)sc(C)c1C	-0.4	-6	8	1	0.19	-6	-1	-5	0.3
CN(C)C(=O)c1ccc(COc2ccccc2Br)o1	-0.7	-2	-6	5	-0.73	-4	2	3	-3.1
CCOc1ccc(NC(=O)CSc2nnc(-c3ccccn3)n2N)cc1	1.2	0	13	7	.	-12	-11	4	0.5
O=C(NCCN1CCN(Cc2ccccc2)CC1)Nc1cc(Cl)cc(Cl)c1	5.1	-1	4	1	1.1	1	-5	17	1.3
CCc1nc2ccccc2c(C(=O)OCc2nnc(-c3ccccc3)o2)c1C	-0.3	4	17	11	-0.56	2	-6	.	3.2
O=S(=O)(c1cccs1)N1CCN(S(=O)(=O)c2cccs2)CC1	33	10	10	19	-0.68	-4	3	-8	2.2
CCN1C(=O)CCCc2ccccc21	-0.5	28	24	-9	-1.1	3	20	0	-2.9
CCCSc1cc(=O)n(-c2ccccc2)nc1C(=O)OCC	-0.2	-5	7	-1	-0.73	-5	-23	-2	-5.3
CCOC(=O)C(C(=O)OCC)=C1OC(=O)c2ccccc21	-0.3	10	15	1	-0.14	6	-5	2	-2.0
COC(=O)/C(=C/N(C)C)C(=O)N1CCN(c2ccc(Cl)c(Cl)c2)CC1	1.2	-2	3	16	0.45	-7	-4	2	1.1
COc1cccc(-c2ccc(SCC(=O)NCCc3ccccc3)nn2)c1	-0.2	-7	5	8	-2.4	-2	-11	33	-0.3

# 13 consecutive records out of the list so far, quoted:
mol	L929 necroptosis	FXIa inh 1536	FXIIa inh 1536	Hck-Nef inh	Cl transport mod	Thrombin inh	KLK5 inh	Rad51 HR inh	TNF death inh
Nc1cc(=O)[nH]c(SCC(=O)Nc2ncc(C(F)(F)F)cc2Cl)n1	0.8	-3	8	21	0.5	2	-7	20	0.9
CSc1nnc(Cn2c(=O)sc3ccccc32)n1-c1cccc(Cl)c1	-0.5	8	23	1	-0.87	-8	-8	2	-3.6
CCOC(=O)c1c(NC(=O)COC(=O)CNC(=O)c2ccco2)sc(C)c1C	-0.4	-6	8	1	0.19	-6	-1	-5	0.3
CN(C)C(=O)c1ccc(COc2ccccc2Br)o1	-0.7	-2	-6	5	-0.73	-4	2	3	-3.1
CCOc1ccc(NC(=O)CSc2nnc(-c3ccccn3)n2N)cc1	1.2	0	13	7	.	-12	-11	4	0.5
O=C(NCCN1CCN(Cc2ccccc2)CC1)Nc1cc(Cl)cc(Cl)c1	5.1	-1	4	1	1.1	1	-5	17	1.3
CCc1nc2ccccc2c(C(=O)OCc2nnc(-c3ccccc3)o2)c1C	-0.3	4	17	11	-0.56	2	-6	.	3.2
O=S(=O)(c1cccs1)N1CCN(S(=O)(=O)c2cccs2)CC1	33	10	10	19	-0.68	-4	3	-8	2.2
CCN1C(=O)CCCc2ccccc21	-0.5	28	24	-9	-1.1	3	20	0	-2.9
CCCSc1cc(=O)n(-c2ccccc2)nc1C(=O)OCC	-0.2	-5	7	-1	-0.73	-5	-23	-2	-5.3
CCOC(=O)C(C(=O)OCC)=C1OC(=O)c2ccccc21	-0.3	10	15	1	-0.14	6	-5	2	-2.0
COC(=O)/C(=C/N(C)C)C(=O)N1CCN(c2ccc(Cl)c(Cl)c2)CC1	1.2	-2	3	16	0.45	-7	-4	2	1.1
COc1cccc(-c2ccc(SCC(=O)NCCc3ccccc3)nn2)c1	-0.2	-7	5	8	-2.4	-2	-11	33	-0.3
